Bioassay records deposited in PubChem by Sanford-Burnham Center for Chemical Genomics.
mouse EphA4 binding = EphA4 ligand-binding antagonists – biochemical, colorimetric, mouse EphA4, primary screen (AID 689). EphA4-AP binding to KYL peptide, pNPP A405; higher % means a stronger effect. one-dose inhibition, % at 10 µM; IC50 in µM for titrated hits. 62,000 compounds, 0.1% hits; in the data active = a potency from the dose series; inactive = the rest, 99 in 100 with inhibition below about 22%
* marks the source's active call; other numbers are inactive results; & = joins results of further samples.

COC(=O)[C@H](C)NC(=O)NCc1ccco1 was read as mouse EphA4 binding -2.2%.
CC1(C)N=C(SCC(=O)Nc2ccc(Cl)cc2)C(c2ccccc2)=N1 was read as mouse EphA4 binding -9.7%.
For C=C(C)CSc1nnc2n(Cc3ccccc3)c(=O)c3c4c(sc3n12)CCC4 the results were mouse EphA4 binding 1.8%.
Nc1[nH]n2c(=O)cc(-c3ccccc3)nc2c1N=Nc1ccccc1 was read as mouse EphA4 binding -7.3%.
For CCC(C)(C)NC(=O)C(OC(=O)c1cc2sccc2n1C)c1ccc(OC)cc1 (stereo not drawn) the results were mouse EphA4 binding 2.6%.
Cc1ccc(-n2c(SCC(N)=O)nnc2-c2ccccn2)cc1C was read as mouse EphA4 binding 13.5%.
Screening CC1CCCC(NC(=O)COC(=O)c2ccccc2NC(=O)c2ccco2)C1C (stereo not drawn) returned mouse EphA4 binding -5.2%.
For COC(=O)[C@H](CCSC)NC(=O)Nc1ccc(OC)cc1 the results were mouse EphA4 binding -39.6%.
c1ccc2c(c1)oc1c(Nc3ccc(CN4CCOCC4)cc3)ncnc12 was read as mouse EphA4 binding -3.9%.
Cc1noc(C)c1S(=O)(=O)N(CCc1ccccc1)Cc1ccccc1 was read as mouse EphA4 binding -6.4%.
`CCn1c(C)nc2cc(S(=O)(=O)C(F)F)ccc21` gave mouse EphA4 binding -3.1%.
CCn1c(SCC(=O)c2ccc(OC)cc2)nnc1C1CC1 was read as mouse EphA4 binding -3.4%.
COc1ccc(/C=C/C(=O)Nc2cccc(C(F)(F)F)c2)cc1Br was read as mouse EphA4 binding -13.1%.
Screening COc1cccc(-c2nn(C)c3sc(C(=O)N4CCOCC4)cc23)c1 returned mouse EphA4 binding 10.3%.
For CCC(C)c1ccc(NC(=O)COC(=O)C2=COCCO2)cc1 (stereo not drawn) the results were mouse EphA4 binding 47.9%.
For CCn1nc(C(=O)Nc2cccc3ccccc23)c(Cl)c1Cl the results were mouse EphA4 binding -1.5%.
`CCOC(=O)CNC(=O)CSc1nc(C)cc(C)c1C#N` gave mouse EphA4 binding 6.9%.
For Fc1ccc(OCCCCCCN2CCCC2)cc1 the results were mouse EphA4 binding 1.3%.
Screening Cn1c2ccccc2c2nnc(SCN3C(=O)c4ccccc4C3=O)nc21 returned mouse EphA4 binding 1.3%.
For Cc1ccc(-c2nc3ncccc3o2)cc1NC(=O)c1sc2ccccc2c1Cl the results were mouse EphA4 binding -8.9%.
For O=C(OCc1cccc2ccccc12)c1ccc2c(=O)[nH]c(CN3CCOCC3)nc2c1 the results were mouse EphA4 binding -6.3%.
`O=C(Nc1ccc(NC(=O)c2ccc3ccccc3c2)cc1)c1ccccc1` gave mouse EphA4 binding 16.0%.
Screening CCC(=O)Nc1ccc(-c2cc(-c3ccccc3)nc(-c3ccc(NC(=O)CC)cc3)n2)cc1 returned mouse EphA4 binding 7.9%.
CC1(C)CC(=O)c2cnc(NC(=O)c3ccco3)nc2C1 was read as mouse EphA4 binding -22.4%.
CCOC(=O)CNC(=O)Nc1nnc(-c2ccc(OCC)cc2)o1 was read as mouse EphA4 binding 2.5%.
C/C(=N\Nc1nc(C)cc(-c2ccccc2)n1)c1ccc(C)o1 was read as mouse EphA4 binding -3.1%.
O=C(COc1cccc2ccccc12)Nc1ccncc1 was read as mouse EphA4 binding 11.6%.
For Cc1cc(C)cc(Oc2nc(-c3ccccc3)cc(C)c2S(C)(=O)=O)c1 the results were mouse EphA4 binding 24.4%.
`CCCCNCCCCOc1ccc(C)cc1` gave mouse EphA4 binding -5.9%.
Cc1ccc(C(=O)O/N=C2\CCCc3ccccc32)cc1 was read as mouse EphA4 binding -4.6%.
For CC(=O)N1CCN(S(=O)(=O)c2ccccc2)C1c1ccccc1 (stereo not drawn) the results were mouse EphA4 binding -10.0%.
Screening CC1(C)Cc2c(sc3c2c2ncnn2c2nnc(SCC(=O)NCc4ccco4)n32)CO1 returned mouse EphA4 binding 5.4%.
CSCc1cc(N2CCOCC2)nc(SCc2ccc(Cl)cc2Cl)n1 was read as mouse EphA4 binding 14.2%.
`COC(=O)c1ccccc1N1C(=O)[C@@H]2C(c3ccc(F)cc3)=NO[C@@H]2C1=O` gave mouse EphA4 binding -15.1%.
For COc1ccc(S(=O)(=O)N2Cc3ccccc3CC2C(=O)N2CCOCC2)cc1 (stereo not drawn) the results were mouse EphA4 binding -7.9%.
COC(=O)C1=C(C)NC(=S)NC1c1sccc1C (stereo not drawn) was read as mouse EphA4 binding -2.8%.
`CCOc1ccc(N(Cc2cc3ccc(C)cc3[nH]c2=O)C(=O)COC)cc1` gave mouse EphA4 binding -2.5%.
For COc1ccc(N(CC(=O)N2CCc3ccccc3C2)S(=O)(=O)c2c(C)[nH]c(=O)[nH]c2=O)cc1 the results were mouse EphA4 binding -5.1%.
`COc1nc(OC)nc(N2CCC(C(=O)Nc3cccc4ccccc34)CC2)n1` gave mouse EphA4 binding 1.9%.
Screening O=C1c2ccccc2S(=O)(=O)N1Cc1cc(=O)n2ccsc2n1 returned mouse EphA4 binding 9.3%.
Screening CC(C)c1nc2sc3c(NCc4ccccc4)ncnc3c2c2c1COC(C)(C)C2 returned mouse EphA4 binding -3.6%.
For OCCCNCc1cccc2ccccc12 the results were mouse EphA4 binding 5.9%.
Screening NC(=O)c1ccccc1NC(=O)/C=C/C(=O)O returned mouse EphA4 binding -21.9%.
`O=C(c1ccc(C(=O)N2CCCc3ccccc32)s1)N1CCCc2ccccc21` gave mouse EphA4 binding -8.8%.
Screening O=C(NCCCN1CCCC1)c1ccc(CSCc2cccc(Cl)c2)o1 returned mouse EphA4 binding 2.4%.
`COc1ccc(C(=O)Nc2cc([N+](=O)[O-])ccc2N2CCN(C)CC2)cc1` gave mouse EphA4 binding -4.2%.
`COc1ccc2[nH]c(C)c(CCC(C)=O)c(=S)c2c1` gave mouse EphA4 binding -4.9%.
CCCCCCc1ccc(OCC(=O)O)cc1OCC(=O)O was read as mouse EphA4 binding 7.2%.
Screening O=[N+]([O-])c1cn(Cc2ccc(Cl)cc2)cn1 returned mouse EphA4 binding -9.2%.
`COCCOC(=O)C1=C(C)N=c2s/c(=C\c3ccccc3Cl)c(=O)n2C1c1ccc(OC)cc1` (stereo not drawn) gave mouse EphA4 binding -0.3%.
O=C1N=C(N2CCCCC2)SC1=C1CCCC1 was read as mouse EphA4 binding -8.7%.
CCOc1ccc(CNc2ncnc(N)n2)cc1 was read as mouse EphA4 binding -6.8%.
`Cc1ccccc1CNC(=O)c1ccccc1C` gave mouse EphA4 binding -1.4%.
`COc1ccc([C@@H]2[C@H]3CN(C(C)=O)CC=C3C(C#N)=C(N)C2(C#N)C#N)c2ccccc12` gave mouse EphA4 binding 1.9%.
`COc1ccc(/C=N\N=C2/SC(CC(=O)O)C(=O)N2c2ccc(O)cc2)cc1` (stereo not drawn) gave mouse EphA4 binding -2.6%.
COc1ccc(CC(=O)NNC(=S)Nc2ccc(Br)cc2)cc1 was read as mouse EphA4 binding 6.0%.
For COc1cc(C(=O)NCc2nnc(SCC(=O)NCc3ccccc3)o2)cc(OC)c1OC the results were mouse EphA4 binding -14.1%.
For Cc1ccc(NC(=O)C2COc3ccccc3O2)nc1 (stereo not drawn) the results were mouse EphA4 binding 3.5%.
For COC(=O)c1ccc(OCC2c3cc(OC)c(OC)cc3CCN2C(=O)c2ccco2)cc1 (stereo not drawn) the results were mouse EphA4 binding -13.9%.
Screening Cc1ccc(NC(=O)Cc2ncc(C(F)(F)F)cc2Cl)cc1Cl returned mouse EphA4 binding -3.4%.
`CC(C(=O)Nc1nc2ccccc2[nH]1)N1C(=O)C2CC=CCC2C1=O` (stereo not drawn) gave mouse EphA4 binding -11.1%.
`COc1ccc(C)cc1N(C(=O)CNC(=O)c1ccco1)C(C(=O)NC1CCCC1)c1cccnc1` (stereo not drawn) gave mouse EphA4 binding -16.7%.
Cc1ccc(N=C(NOCc2ccc([N+](=O)[O-])cc2)c2nonc2N)cc1 was read as mouse EphA4 binding 7.9%.
Screening O=C(CSc1nc2ccccc2c(=O)n1NC(=O)Cc1ccccc1)NCc1ccco1 returned mouse EphA4 binding -0.1%.
O=C(CCCN1C(=O)c2ccccc2C1=O)Nc1ccccc1C(=O)N1CCOCC1 was read as mouse EphA4 binding -4.7%&-0.4%.
Screening COc1cccc(-n2c(SCC(=O)NCCC3=CCCCC3)nc3n[nH]c(C)c3c2=N)c1 returned mouse EphA4 binding -29.4%.
For CCOC1CCCCC1NS(=O)(=O)c1ccc(Cl)cc1 (stereo not drawn) the results were mouse EphA4 binding -4.1%.
Screening CC(=O)NCCn1c(SCC(=O)NCCC(C)C)nc2ccccc2c1=O returned mouse EphA4 binding -12.2%.
Screening CCCCN(Cc1cc2cc(OC)ccc2[nH]c1=O)C(=O)c1ccco1 returned mouse EphA4 binding -0.5%.
`CCCN(CCC)CCCNC(=O)c1ccc2c(c1)N(CC)C(=O)c1ccccc1S2=O` (stereo not drawn) gave mouse EphA4 binding 5.1%.

Filtered by structure: the compounds so far with bromine.
COc1ccc(/C=C/C(=O)Nc2cccc(C(F)(F)F)c2)cc1Br was read as mouse EphA4 binding -13.1%.
COc1ccc(CC(=O)NNC(=S)Nc2ccc(Br)cc2)cc1 was read as mouse EphA4 binding 6.0%.

Reprinted at random: 3 entries already listed, in no set order.
CC1(C)N=C(SCC(=O)Nc2ccc(Cl)cc2)C(c2ccccc2)=N1 was read as mouse EphA4 binding -9.7%.
Screening NC(=O)c1ccccc1NC(=O)/C=C/C(=O)O returned mouse EphA4 binding -21.9%.
C/C(=N\Nc1nc(C)cc(-c2ccccc2)n1)c1ccc(C)o1 was read as mouse EphA4 binding -3.1%.

Continuation:
COc1ccc(/C(N)=N/OC(=O)c2ccccc2F)cc1 was read as mouse EphA4 binding -0.5%.
CCn1c(Cn2nnc(-c3ccccc3)n2)nnc1SCC(=O)Nc1cccc(C)c1C was read as mouse EphA4 binding -1.6%.
Screening O=C(c1ccccc1)c1ccc(Oc2ncccn2)cc1 returned mouse EphA4 binding -11.3%.
`CCOC(=O)C(Cc1c(F)cccc1F)(NC(C)=O)C(=O)OCC` gave mouse EphA4 binding -8.8%.
For CSc1nsc(SCC(=O)Nc2c(C)n(C)n(-c3ccccc3)c2=O)n1 the results were mouse EphA4 binding -20.4%.
For CC1CN(C(=S)NC(=O)c2ccc([N+](=O)[O-])cc2)CC(C)O1 (stereo not drawn) the results were mouse EphA4 binding -8.8%.
`CC1SC(=NC(=O)c2ccco2)NC1=O` (stereo not drawn) gave mouse EphA4 binding -6.3%.
For CCCn1nc2cc(C(=O)NCCc3ccc(C)cc3)ccc2c1OCC the results were mouse EphA4 binding 4.0%.
For Cc1ccc(NC(=O)CCn2cccc2)cc1 the results were mouse EphA4 binding -5.0%.
C=CCNCC#CCOc1ccc(OC)cc1 was read as mouse EphA4 binding 2.6%.

4 compounds already listed, arranged by SMILES length, descending:
For CC1CN(C(=S)NC(=O)c2ccc([N+](=O)[O-])cc2)CC(C)O1 (stereo not drawn) the results were mouse EphA4 binding -8.8%.
For CCCn1nc2cc(C(=O)NCCc3ccc(C)cc3)ccc2c1OCC the results were mouse EphA4 binding 4.0%.
COc1ccc(/C(N)=N/OC(=O)c2ccccc2F)cc1 was read as mouse EphA4 binding -0.5%.
C=CCNCC#CCOc1ccc(OC)cc1 was read as mouse EphA4 binding 2.6%.

Further compounds follow:
`Cc1cccc(-n2c(=O)c3c(n4cnnc24)-c2ccccc2CC32CCCCC2)c1` gave mouse EphA4 binding -13.4%.
For O=C(COc1ccc2ccc(=O)oc2c1)c1ccc(Cl)cc1 the results were mouse EphA4 binding -4.6%.
For CCn1c2ccccc2c2nnc(SCC(=O)Nc3cc(C)on3)nc21 the results were mouse EphA4 binding 2.0%.
Screening Cc1ccc(NC(=S)N2CCCC(c3nc4ccc(C)cc4[nH]3)C2)c(C)c1 (stereo not drawn) returned mouse EphA4 binding -3.8%.
For CCOC(=O)c1c(NC(=O)c2cccnc2)sc(C)c1C the results were mouse EphA4 binding -11.8%.
Screening CCCn1c(=O)c(C(=O)NCc2ccc(OC)c(OC)c2)c(O)c2ccccc21 returned mouse EphA4 binding 9.5%.
Screening CCOC(=O)c1cnc(SC2CCc3ccccc3C2=O)nc1N (stereo not drawn) returned mouse EphA4 binding -13.0%.
Screening COc1ccc(C2C(C(C)=O)=C(O)C(=O)N2C)c(OC)c1 (stereo not drawn) returned mouse EphA4 binding -6.2%.
`CCOc1ccc(OCCOc2cccc(C(F)(F)F)c2)cc1` gave mouse EphA4 binding -16.3%.
Screening CCC(=O)Oc1ccc(-c2cnc3ccccc3n2)cc1 returned mouse EphA4 binding -15.8%.
For CC(=O)c1cn(CC(=O)Nc2c(C)cccc2C)c2ccccc12 the results were mouse EphA4 binding -12.2%.
For Cc1ccc(S(=O)(=O)N(CC(=O)NCCSC2CCCCC2)c2ccccc2F)cc1 the results were mouse EphA4 binding -3.2%.
Screening Clc1ccccc1OCc1nc(-c2ccc(Br)o2)no1 returned mouse EphA4 binding -8.5%.
For COc1ccc(O)c(/C=N/NC(=O)CSc2nnc(C)n2-c2ccccc2)c1 the results were mouse EphA4 binding -31.3%.
Screening Cc1nc(-c2ccccc2)c2c(=O)cc[nH]c2n1 returned mouse EphA4 binding 1.5%.
Cc1ccc2c(c1)nc(NCCO)n2C was read as mouse EphA4 binding -3.3%.
Screening CCn1cnc2c1c(=O)n(CC(=O)Nc1cc(C)on1)c(=O)n2Cc1ccccc1 returned mouse EphA4 binding 3.6%.
Screening COc1cccc(-c2nnc3sc(-c4cccs4)nn23)c1 returned mouse EphA4 binding 2.0%.
S=c1[nH]nc(-c2ccncc2)n1CC1CCCO1 (stereo not drawn) was read as mouse EphA4 binding -8.1%.
COc1ccc(/C(C)=N\N2CCN(Cc3ccc(Cl)cc3)CC2)cc1OC was read as mouse EphA4 binding -7.0%.
CC1(C)CC(=O)c2cc3c(N)c(C(=O)NCc4ccccc4)sc3nc2C1 was read as mouse EphA4 binding -16.2%.
For COc1ccc(NC(=O)CSc2nnc(-c3cccs3)n2-c2ccccc2)cc1 the results were mouse EphA4 binding -6.0%.
COc1cc2c(cc1OC)C(C(=O)N1CCN(c3ccccn3)CC1)C(c1cccs1)N(C)C2=O (stereo not drawn) was read as mouse EphA4 binding -8.2%.
For C=CCc1ccc(OCC(O)CN2CCCCC2C)c(OC)c1 (stereo not drawn) the results were mouse EphA4 binding -9.4%.

An excerpt, so the mix of outcomes need not match the whole.
